Vif-A3F inh: qHTS for Inhibitors of Vif-A3F Interactions: qHTS | HeLa A3F-eYFP + Vif (tagged APOBEC3F with the HIV-1 protein that degrades it), YFP fluorescence increase | AID 602313, 2012 | Potency, µM (series often up to 46.1 µM), for inactives: at the top dose activity, negative = active | 390,000 compounds, 0.2% hits; further: potency means the concentration at half of the fitted maximal effect; % of control where 0% means no effect; nearly all actives have a fitted effect of over 65% in size
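Fluorescence increase (Ex 488/Em 500-530) after overnight compound treatment at 37 deg C flags inhibition of Vif-driven A3F-eYFP loss in stable HeLa A3F-eYFP/Vif cells seeded overnight beforehand.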
Vif-A3G inh: qHTS for Inhibitors of Vif-A3G Interactions: qHTS. Potency, µM (series often up to 46.1 µM), for the others: at the top dose activity, negative = active, most hits filed as inhibitors. 410,000 compounds, 0.076% hits. HeLa A3G-eYFP + Vif (tagged APOBEC3G with the HIV-1 protein that degrades it), YFP fluorescence, overnight. DNA dC->dU-editing enzyme APOBEC-3G (Homo sapiens), Q9HC16;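 further: potency means the concentration at half of the fitted maximal effect; on the % scale 0 is the no-effect control and ±100 the full control effect; nearly all actives have a fitted effect of over 60% in size; hits raise eYFP signal because A3G escapes Vif-driven loss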
Target sequence (Q9HC16 whole entry, looked up): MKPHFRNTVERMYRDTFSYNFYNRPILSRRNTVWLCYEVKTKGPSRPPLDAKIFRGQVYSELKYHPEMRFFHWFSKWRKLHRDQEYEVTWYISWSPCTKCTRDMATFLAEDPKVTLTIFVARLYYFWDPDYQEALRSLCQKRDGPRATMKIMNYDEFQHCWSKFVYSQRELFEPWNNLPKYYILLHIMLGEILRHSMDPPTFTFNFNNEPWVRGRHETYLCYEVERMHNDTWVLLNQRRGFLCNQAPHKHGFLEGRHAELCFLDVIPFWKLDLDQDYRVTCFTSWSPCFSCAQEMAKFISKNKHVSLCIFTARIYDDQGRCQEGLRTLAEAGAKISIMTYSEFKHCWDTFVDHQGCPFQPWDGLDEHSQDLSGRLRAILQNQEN
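HeLa cells stably expressing Vif and C-terminally eYFP-tagged A3G, seeded overnight at 37 deg C, then exposed to compound by pintool overnight at 37 deg C. Rise in yellow fluorescence (Ex 488/Em 500-530, Acumen) marks blocked Vif-driven A3G degradation.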
GRP78 ERSR act: qHTS for Inducers of the Endoplasmic Reticulum Stress Response (ERSR) in Human Glioma: qHTS. 420,000 compounds, 0.02% hits. Potency, µM, for inactives: at the top dose activation, usual class: activators. U87-MG GRP78 promoter luciferase reporter, 16 h; further: potency means the concentration at half of the fitted maximal effect; series mostly up to about 76 µM; % of control where 0% means no effect; nearly all actives have a fitted effect of over 35% in size
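Stably transfected U87-MG glioma cells carrying a GRP78-based luciferase sensor; 16 h compound incubation. Luminescence end-point read 10 min after Bright-Glo addition at room temperature.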
IDH1 R132H inh: qHTS for Inhibitors of mutant isocitrate dehydrogenase 1 (IDH1): qHTS; Isocitrate dehydrogenase [NADP] cytoplasmic (Homo sapiens), O75874; IDH1-R132H enzyme, NADPH consumption, diaphorase/resazurin fluorescence; Potency, µM (series often up to 76.6 µM), inactives show at the highest dose activity change, negative = inhibition, most hits filed as inhibitors; 390,000 compounds, 0.093% hits; further: potency means the concentration at half of the fitted maximal effect; on the % scale 0 is the no-effect control and ±100 the full control effect; nearly all actives have a fitted effect of over 65% in size
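IDH1-R132H (0.5 ug/mL dispensed) in pH 7.5 Tris buffer was preincubated 30 min with compound, then given a substrate mix of 0.016 mM NADPH and 2 mM alpha-KG for 80 min at room temperature; remaining NADPH was read by diaphorase/resazurin fluorescence.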
USP1-UAF1 inh: Inhibitors of USP1/UAF1: Primary Screen; AID 743255, 2014; recombinant USP1/UAF1, Ub-Rhodamine cleavage fluorescence; Potency, µM (doses to about 57.1 µM), for the others: top-dose activity change, negative = inhibition, actives largely listed as inhibitors; Ubiquitin carboxyl-terminal hydrolase 1 (Homo sapiens), O94782; 390,000 compounds, 0.23% hits; further: potency means the concentration at half of the fitted maximal effect; on the % scale 0 is the no-effect control and ±100 the full control effect; nearly all actives have a fitted effect of over 60% in size; inactives centre near -12
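High-throughput fluorogenic screen: 1nM USP1/UAF1 complex, Ub-Rho substrate 150nM final, 50mM HEPES pH 7.8 with 0.5mM EDTA, 0.1 mg/ml BSA, 1mM TCEP and 0.01% Tween-20.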
TrxR1 substrate: qHTS Assay for Substrates of Mammalian Selenoprotein Thioredoxin Reductase 1 (TrxR1): qHTS; Thioredoxin reductase 1, cytoplasmic (Rattus norvegicus), O89049; purified TrxR1 substrate turnover, NADPH consumption readout; Potency, µM (titrated, usually from 114 µM), for the others: at the top dose activity change, negative = substrate turnover; 390,000 compounds, 0.01% hits; AID 588456, 2011; further: potency means the concentration at half of the fitted maximal effect; on the % scale 0 is the no-effect control and ±100 the full control effect; nearly all actives have a fitted effect of over 50% in size
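Rat TrxR1, dispensed at 90 nM, was prereduced with 400 uM NADPH (final) for 5 min at ~22 deg C, then incubated with compound 15 min before 400 uM selenite. A first-read NADPH fluorescence drop versus no-compound background flagged substrates.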
LDHA block: qHTS assay for inhibitors of human lactate dehydrogenase; 480,000 compounds, 0.15% hits; activity change, % (values are at about 110 or 230 µM); L-lactate dehydrogenase A chain (Homo sapiens), P00338; purified LDHA, NADH/diaphorase-resazurin fluorescence; active compounds read low; in the data active means activity change below about -30%; inconclusive means mostly about -25% to -30%;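 further: plate controls were DMSO wells for no effect and wells without enzyme for full effect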
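LDH5 2 nM; NADH 0.06 mM, pyruvate 0.2 mM; 200 mM Tris pH 7.4, EDTA, Tween-20; 5 min RT. Detection: diaphorase 0.133 mg/mL + resazurin 37 µM, fluorescence ex540/em590 at 0 and 20 min; normalized to enzyme-free and DMSO wells.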
PI4K2A inh: qHTS for small molecular inhibitors of PI4K2A | purified PI4K2A, ADP-Glo luminescence, 1 h; active compounds read low | 420,000 compounds, 0.13% hits | Phosphatidylinositol 4-kinase type 2-alpha (Homo sapiens), Q9BTU6 | activity change, negative = inhibition, % at 76.9 µM | AID 1346378, 2018; in the data active means activity change below about -50%; inconclusive means mostly about -30% to -49%;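 further: -100% = wells without enzyme as full effect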
Target sequence (Q9BTU6 whole entry, looked up): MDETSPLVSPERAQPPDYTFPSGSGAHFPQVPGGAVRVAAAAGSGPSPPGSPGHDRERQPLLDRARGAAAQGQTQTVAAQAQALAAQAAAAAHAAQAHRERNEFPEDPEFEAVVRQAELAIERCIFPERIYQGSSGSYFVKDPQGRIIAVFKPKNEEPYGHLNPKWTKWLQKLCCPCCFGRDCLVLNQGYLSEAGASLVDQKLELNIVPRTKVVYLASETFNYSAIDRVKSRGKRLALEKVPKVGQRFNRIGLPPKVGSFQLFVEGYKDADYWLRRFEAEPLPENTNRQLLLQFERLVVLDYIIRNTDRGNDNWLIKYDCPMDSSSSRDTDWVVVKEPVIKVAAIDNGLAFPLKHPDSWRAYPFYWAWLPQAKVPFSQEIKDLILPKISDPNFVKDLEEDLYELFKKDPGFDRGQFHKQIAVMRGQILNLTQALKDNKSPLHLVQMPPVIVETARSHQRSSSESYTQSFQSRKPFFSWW
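PI4K2A activity was measured by ADP-Glo luminescence: enzyme (4 ug/mL stock) and phosphatidylinositol (1.2 mM stock) in Tris pH 7.5/MgCl2/EGTA/Triton X-100 buffer were reacted with ATP (300 microM stock) for one hour at ambient temperature.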
RXFP1 ag: qHTS Assay for Agonists of the Relaxin Receptor RXFP1 | AID 2676, 2010 | HEK293T-RXFP1 cAMP TR-FRET, 30 min; response scale: percent of porcine relaxin response, buffer zero | 370,000 compounds, 0.3% hits | Potency, µM (highest dose often 57.5 µM), inactives show top-dose activation, hits mostly activators; further: potency means the concentration at half of the fitted maximal effect; on the % scale 0 is the no-effect control and ±100 the full control effect; nearly all actives have a fitted effect of over 60% in size; many of its hits are not listed in these tables
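HEK293T cells stably expressing RXFP1 were pretreated with the PDE4 inhibitor Ro 20174, exposed to compounds for 30 min at 37C, lysed, and cAMP was read by TR-FRET. Data normalized to buffer (basal) and 29 nM porcine relaxin (100%).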
An asterisk follows results filed as active; ? = inconclusive; · = not tested or not shown; & = joins results of further samples; [ ] = remark or other dose. Unless noted, the call rests on the fitted dose curve; in most records, active means well fitted curve in the direction sought with a large enough effect; inconclusive means small, poorly fitted or top-dose-only effect, or another doubt; inactive means no such curve, though single readings can be large; an effect the other way counts as inactive or inconclusive.

SMILES	Vif-A3F inh	Vif-A3G inh	GRP78 ERSR act	IDH1 R132H inh	USP1-UAF1 inh	TrxR1 substrate	LDHA block	PI4K2A inh	RXFP1 ag
CCOC(=O)C1CCN(S(=O)(=O)c2csc(C(N)=O)c2)CC1	2%&1%	-1%&6%	-3%&-2%	0%&10%	?	5%&-6%	1&-10	-5&1	2.0%&-2.7%
O=C(C1CC(c2cccc(Br)c2)=NO1)N1CCc2ccccc2C1 (configuration not stated)	0%	-1%	-2%	-6%	-13%	-9%	0	-4	0.6%
COC(OC)C1(C)C(C#N)=C(N)Oc2c1c(=O)oc1ccccc21 (configuration not stated)	-1%	0%	-3%	-2%	-17%	-10%	-3	1	-0.3%
CCOc1cccc2cc(-c3cn4c(n3)sc3ccccc34)c(=O)oc12	11%	6%	-1%	-12%	-20%	-1%[57.1 µM]	-14	-8	-3.5%
COc1ccc(CCC(=O)OCC(=O)c2ccc(C)cc2)cc1	13%	0%	-3%	4%	-3%	-1%[57.1 µM]	-7	-1	1.6%
COCc1[nH]nc2c1C(c1ccccc1F)C(C#N)=C(N)O2 (configuration not stated)	-1%	1%	-1%	14%	-2%	7%[57.1 µM]	4	-11	3.3%
C#CCNC(=O)C1=C[C@@H](c2cn(C(C)=O)c3ccccc23)C[C@@H](OCCCCO)O1	1%	-6%	1%	1%[38.3 µM]	-26%	1%	2	0	0.2%
COc1ccc(CC(CC(=O)O)C(=O)Nc2ccc(OC)cc2)cc1 (configuration not stated)	1%	-3%	11%	2%	-15%	3%	-7	8	0.5%
CCC(CC)C(=O)Nc1c2cnn(-c3ccccc3)c2nc(=O)n1-c1ccccc1	2%	-3%	-3%	7%	4%	1%	-3	2	2.8%
Nc1nc(N)c(N=O)c(OCC2CCCCC2)n1	-4%	-12%	-5%&0%&1%	5%	1%	-6%[57.1 µM]	-11	-2&-7	2.0%
Cc1ccc(CNC(=O)CCS(=O)(=O)c2ccc3c(c2)oc(=O)n3C)cc1	-8%	1%	-5%	0%	-18%	6%	-1	-6	3.5%
COc1ccc(NC(=S)Nc2cccc([N+](=O)[O-])c2)cc1	0%	1%	-1%	10%	-10%	-6%	-11	-6	2.2%
O=C(N/N=C/C=C\c1cccc([N+](=O)[O-])c1)c1cccnc1	-22%	-3%	0%	6%	-21%	-5%	0	2	4.2%
Cc1ccnc2nc(C(=O)Nc3nnc(-c4ccccc4)o3)nn12	?	2%	3%	2%	-2%	4%[57.1 µM]	-4	-7	1.7%
Cc1cc2ccccc2c(=O)n1CC(=O)NCC1COc2ccccc2O1 (configuration not stated)	0%	-1%	-4%	12%	-2%	1%	-1	7	5.6%
COc1ccc(C(=O)CN2CCN(c3ccc(F)cc3)CC2)cc1	1%	0%	-2%	-2%	-23%	1%	-9	-4	0.9%
Cc1ccc(CNC(=O)c2ccc3c(c2)N(Cc2ccccc2F)C(=O)c2ccccc2S3(=O)=O)cc1	-2%	1%	-2%	13%	-13%	4%	-2	-1	1.6%
COc1ccc2c(Cl)c(-c3nnc(SCC(N)=O)n3C)sc2c1	-1%	2%	-2%	1%	-2%	-6%	2	3	-1.0%
CN(C)/C=C/C1=C([N+](=O)[O-])C(c2cccc([N+](=O)[O-])c2)NC(=O)N1 (configuration not stated)	2%	-4%	-4%	0%	-20%	-19%	3	-2	4.0%
CN(Cc1nc(-c2cccs2)no1)CC1COCCO1 (configuration not stated)	-13%	-1%	-3%	10%	-2%	6%	-10	-5	-2.2%
COc1ccc(N(CC(=O)NCCSC2CCCCC2)S(=O)(=O)c2ccc(C)cc2)cc1	-9%	-4%	-6%	1%	-5%	-9%	-1	1	0.4%
CC(C)[C@@H](CO)NC(=O)[C@H]1O[C@@H](n2cnc3c(N)ncnc32)[C@H](O)[C@@H]1O	·	3%	-1%	·	·	·	-8	-11	·
CC(C)(C)NC(=O)NC(=O)COC(=O)C1c2ccccc2Oc2ccccc21	12%	-6%	-4%	2%	-12%	-3%	-1	-2	0.7%
COC(=O)[C@H](Cc1ccc(O)cc1)NCCCn1cnc(C(=O)Nc2ccc(C)c(C)c2)n1	-9%	-1%	2%	22%	-25%	0%	4	-2	·
Cc1c(CCC(=O)O)c(=O)oc2cc(OCc3ccccc3Br)ccc12	8%	1%	-12%	-10%	-10%	175%[activator]	-15	1	5.7%
C[C@H]1CN([C@@H](C)CO)C(=O)CCCn2nncc2CO[C@@H]1CN(C)S(=O)(=O)c1cccc(C#N)c1	2%	1%	-4%	2%	-10%	·	0	1	·
CCNC(=O)COC(=O)/C=C/c1ccccc1[N+](=O)[O-]	-3%	5%	-3%	1%	-8%	5%[57.1 µM]	-7	8	-1.2%
Cc1cc(C)cc(NC(=O)c2ccc(S(=O)(=O)NCc3cccnc3)cc2)c1	-2%	0%	-1%	0%	-5%	17%[0.0914 µM]	-8	0	-0.9%
CCCOc1ncnc2c1[nH]c1ccc(OC)cc12	5%	-6%	0%	3%	-5%	7%	-9	-17	6.1%
O=C(O)c1cccc(Cn2c(Cl)c(/C=N/Nc3ccccc3)sc2=O)c1	?	-23%	-1%	-9%	-15%	-8%	3	-1	-5.0%
CCOC(=O)N1CCN(C(=O)c2ccc(CS(=O)(=O)c3ccc(OC)cc3)o2)CC1	-6%	-2%	0%	-12%	-7%	3%	-8	6	-0.3%
CCCCSc1nnc2[nH]c(=O)cc(C)n12	0%	-3%	3%	-23%	?	-1%[57.1 µM]	-7	5	1.0%
Cc1cc(C(=O)NNC(=O)Nc2cccc(C(F)(F)F)c2)no1	-1%	0%	3%	7%	-15%	-9%[57.1 µM]	1	0	1.7%
O=C(NCCOc1ccccc1Cl)c1cccc2c1C(=O)c1ccc(Cl)cc1S2(=O)=O	-6%	-1%	-1%	-13%	-25%	2%	-9	1	2.8%
CCOc1ccc(S(=O)(=O)Nc2cc(Cl)ccc2OC)c2cccnc12	-1%	-13%	-3%	-3%	-22%	-2%	3	-2	2.0%
O=C(Nc1cc(Cl)ccc1Cl)c1ccco1	-6%	-5%	-8%	8%	-19%	5%[57.1 µM]	-1	-2	-0.3%
O=C(CSc1nc2ccccc2[nH]1)N1CCN(S(=O)(=O)c2ccc(Cl)cc2)CC1	-1%	0%	-1%	1%	-21%	8%	-1	1	-0.7%
COc1cccc(N2CCN(C(=O)c3nc4nc(C)cc(C)n4n3)CC2)c1	-21%	8%	-5%	1%	-19%	1%[57.1 µM]	1	0	-0.1%
Cc1cc(C)c(NC(=O)CSc2nnc(CNC(=O)c3ccco3)o2)c(C)c1	-6%	2%	-7%	0%	-17%	-6%	-13	0	2.0%
C/C(=N\N1CCN(c2ccccc2)CC1)c1ccccc1O	2%	1%	2%	-5%	-15%	-6%	1	4	-2.4%
N=c1n(CCN2CCCCC2)c2ccccc2n1CC(O)COc1ccc(Cl)cc1Cl (configuration not stated)	4%	-3%	-11%	-14%	10%	2%	0	1	3.4%

Record cards, from the list above. Order of screens: Vif-A3F inh, Vif-A3G inh, GRP78 ERSR act, IDH1 R132H inh, USP1-UAF1 inh, TrxR1 substrate, LDHA block, PI4K2A inh, RXFP1 ag
Results for COC(=O)[C@H](Cc1ccc(O)cc1)NCCCn1cnc(C(=O)Nc2ccc(C)c(C)c2)n1 → -9%, -1%, 2%, 22%, -25%, 0%, 4, -2, ·
Results for COc1cccc(N2CCN(C(=O)c3nc4nc(C)cc(C)n4n3)CC2)c1 → -21%, 8%, -5%, 1%, -19%, 1%[57.1 µM], 1, 0, -0.1%
Results for CC(C)[C@@H](CO)NC(=O)[C@H]1O[C@@H](n2cnc3c(N)ncnc32)[C@H](O)[C@@H]1O → ·, 3%, -1%, ·, ·, ·, -8, -11, ·
Results for O=C(Nc1cc(Cl)ccc1Cl)c1ccco1 → -6%, -5%, -8%, 8%, -19%, 5%[57.1 µM], -1, -2, -0.3%

Source: PubChem (National Center for Advancing Translational Sciences (NCATS))

An excerpt, so the mix of outcomes need not match the whole.
